Screening results from PubChem.
GPR35 antagonists: inhibition of zaprinast-stimulated GPR35 beta-arrestin translocation – imaging, U2OS, beta-arrestin-GFP, zaprinast agonist, primary screen (AID 2058). U2OS GPR35 beta-arrestin-GFP translocation imaging, zaprinast antagonism; higher % means a stronger effect. inhibition, % at 10 µM; hits with a dose series show IC50 in µM. 0.052% of 290,000 active;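 active = inhibition of at least 50% with at least 30 cells and total cytoplasm GFP at most 10,000,000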
NOD1 NF-kB reporter: inhibition of NOD1-driven NF-kB reporter – cell-based, luminescence, uHTS, primary screen (AID 1578); NOD1-driven NF-kB luciferase reporter cells, luminescence; higher % means a stronger effect; inhibition, % at 4 µM, or EC50 in µM where a hit was titrated; 1% of 290,000 active; in the data active = inhibition mostly above about 36%, no sharp cut-off; inactive = mostly below about 34%;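 also: HEK-293T reporter cells stimulated with the NOD1 agonist gamma-tri-DAP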
GPR55 activation: selective activators of receptor GPR55 – imaging, U2OS cells, beta-arrestin-GFP redistribution, primary screen (AID 1961). 0.048% of 290,000 active. activation, % at 10 µM, or EC50 in µM where a hit was titrated. U2OS GPR55 beta-arrestin-GFP redistribution imaging; higher % means a stronger effect;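 active = activation above 40% with more than 50 cells counted in the well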;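 also: U2OS osteosarcoma cells stably expressing GPR55 and beta-arrestin-GFP; plate controls were DMSO negative control for no effect and LPI positive control for full effect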
NTR1 agonist: NTR1-driven beta-arrestin-GFP spot formation – imaging, U2OS cells, high content, primary screen (AID 493036); P30989; agonist mode; activation, % at 20 µM; 0.17% of 330,000 active;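 active = activation at or above 40% of the spot to cytoplasm intensity ratio, with at least 20 cells analyzed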;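 also: 0% = DMSO without peptide and 100% = 100 nM NTR1 peptide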
Target sequence (P30989 whole entry, looked up): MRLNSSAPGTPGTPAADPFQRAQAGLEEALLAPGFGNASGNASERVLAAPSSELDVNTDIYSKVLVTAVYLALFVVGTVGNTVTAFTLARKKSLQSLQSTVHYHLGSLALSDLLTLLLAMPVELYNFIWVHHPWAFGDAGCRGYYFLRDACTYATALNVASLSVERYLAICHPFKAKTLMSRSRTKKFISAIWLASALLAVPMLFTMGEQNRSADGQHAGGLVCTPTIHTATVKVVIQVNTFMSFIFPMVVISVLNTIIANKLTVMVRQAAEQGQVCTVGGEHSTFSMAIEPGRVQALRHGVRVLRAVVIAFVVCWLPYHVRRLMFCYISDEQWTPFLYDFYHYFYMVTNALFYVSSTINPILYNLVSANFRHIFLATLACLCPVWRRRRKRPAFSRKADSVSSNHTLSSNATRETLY
KOR beta-arrestin-1: KOR agonists, beta-arrestin recruitment, primary screen, cell-based, luminescence, uHTS (AID 1777). KOR beta-arrestin recruitment, luminescence; higher % means a stronger effect. activation, % at 10 µM, or EC50 in µM where a hit was titrated. 0.02% of 280,000 active; in the data active = activation above about 50%, passing the limit was not always enough; also: a part of the inactive calls stands beside numbers as strong as those of hits
GPR55 LPI antagonism: inhibition of LPI-stimulated GPR55 beta-arrestin translocation – imaging, U2OS, beta-arrestin-GFP, LPI agonist, primary screen (AID 2013) | U2OS GPR55 beta-arrestin-GFP translocation imaging, LPI antagonism; higher % means a stronger effect | inhibition, % at 10 µM, or IC50 in µM where a hit was titrated | 0.13% of 290,000 active;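 active = spots per cell inhibited over 60%, with over 100 cells counted and total cytoplasm intensity under 500,000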;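 also: U2OS cells stably carrying GPR55 and arrestin-GFP stimulated by 5 µM LPI near EC80; imaged beta-arrestin-GFP aggregate spots per cell after agonist stimulation; plate controls were LPI-stimulated DMSO wells for no effect and DMSO wells without LPI for full effect; some results filed as inactive read as strong as hits; confirmed hits need IC50 under 10 µM and bright autofluorescent wells are also inconclusive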
KOR beta-arrestin-2: kappa opioid receptor blockers – cell-based, luminescence, uHTS (AID 1778); KOR beta-arrestin recruitment, luminescence, antagonist mode; higher % means a stronger effect; 0.091% of 290,000 active; one-dose inhibition, % at 10 µM; IC50 in µM for titrated hits; in the data active = inhibition above about 50%; also: strong numbers were not always called active
Rac1 GTP hydrolysis: MgcRacGAP GTPase-activating activity inhibitors, confirmation, biochemical, ADP Hunter fluorescence | 0.6% of 340,000 active | inhibition, % at 30 µM; hits with a dose series show IC50 in µM | MgcRacGAP-stimulated Rac1 GTP hydrolysis, ADP Hunter fluorescence; higher % means a stronger effect; GST-tagged Rac1 F28L mutant substrate;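 active = first-screen hits whose inhibition reached a set limit at any dose in the follow-up dose series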;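 also: fluorescence reports GDP produced by GAP-driven GTP hydrolysis; strong numbers were not always called active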
K1F lysis inhibition: inhibition of K1F phage lysis, E. coli UTI89, bacterial capsule biogenesis inhibitors, alamar blue (AID 488966); E. coli UTI89 K1F phage lysis, alamar blue, 2 h; higher % means a stronger effect; inhibition, % at 100 µM, or IC50 in µM where a hit was titrated; 0.02% of 340,000 active;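 active = phage lysis inhibition, versus mean bacterial control, above a set limit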;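 also: capsule biogenesis inhibitors block K1F phage lysis so surviving cells raise fluorescence; higher fluorescence means more inhibition of phage lysis; actives were called in the ten point dose series up to 300 µM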
NTR1 agonist cell count 20 µM: recorded beside NTR1 agonist, whose call it bears; cell count; measured here: cell count, cytotoxicity flag
An asterisk follows results filed as active; . = not tested or not shown; [ ] = another dose, or the depositor's remark.

no.	SMILES	GPR35 antagonists	NOD1 NF-kB reporter	GPR55 activation	NTR1 agonist	NTR1 agonist cell count 20 µM	KOR beta-arrestin-1	GPR55 LPI antagonism	KOR beta-arrestin-2	Rac1 GTP hydrolysis	K1F lysis inhibition
1	CCOc1ccc(NC(=O)CN2CCN(CC(=O)Nc3ccc(Cl)c(C(F)(F)F)c3)CC2)cc1	8%	22%	0.0%	8.0	59	-4.8%	-11%	-2%	11%	0.5%
2	Cc1ccc(S(=O)(=O)C2C(=O)NC3(C)CC2c2ccccc2O3)cc1 (stereo not given)	-8%	-12%	0.3%	1.7	38	2.8%	-6%	12%	6%	4.7%
3	CCN(Cc1ccccc1)C(=O)CN1C(=O)c2ccccc2C1=O	19%	-6%	-0.1%	-0.3	81	1.3%	-1%	6%	-7%	-0.1%
4	CCC1(C)OCC(Cn2c3ccccc3c3ccccc32)O1 (stereo not given)	-5%	-19%	-0.3%	3.7	89	-2.7%	-8%	-27%	.	.
5	Cc1occc1C(=O)NNS(=O)(=O)c1ccc(Cl)cc1	0%	44%	0.3%	0.0	39	9.7%	1%	-57%	5%	0.3%
6	CS(=O)(=O)N1CCC(Oc2ccccc2C(=O)NC(C2CC2)C2CC2)CC1	10%	-49%	0.1%	-0.7	46	1.7%	-10%	-5%	-1%	-0.6%
7	CC(=O)c1ccc(-c2cc([C@H]3[C@H]4C=CC[C@@H](C)[C@@H]4C(=O)N3Cc3ccccc3)ccc2F)cc1	-2%	-4%	-0.1%	8.0	57	-1.1%	10%	18%	0%	0.3%
8	C=CCN1CCN(C(=O)CSc2ccccc2)CC1	6%	18%	0.4%	-0.3	53	-7.0%	-4%	-49%[20 µM]	15%	2.5%
9	Cc1c(C)c2c(OCC(=O)N3CCC[C@H]3C(=O)O)cc3c(c2oc1=O)CCC(C)(C)O3	-6%	-5%	0.5%	1.8	92	-0.6%	-4%	-50%[20 µM]	1%	2.8%
10	COC(=O)CCC(=O)NNC(=O)c1ccc([N+](=O)[O-])cc1	0%	-9%	-0.3%	-0.1	44	3.4%	-8%	-5%	9%	0.2%
11	Cc1cc(C)n(-c2ccc(C(=O)Nc3nnc(C)s3)cc2)n1	-5%	-11%	0.2%	-1.1	45	-6.2%	5%	-1%	13%	0.3%
12	Cc1cc(=O)n2c(sc3ccccc32)c1C#N	3%	-64%	-0.4%	1.5	66	8.4%	3%	-1%	8%	0.2%

An excerpt of these results, field by field:
#10 COC(=O)CCC(=O)NNC(=O)c1ccc([N+](=O)[O-])cc1
- GPR35 antagonists = 0%
- NOD1 NF-kB reporter = -9%
- GPR55 activation = -0.3%
- NTR1 agonist = -0.1
- NTR1 agonist cell count 20 µM = 44
- KOR beta-arrestin-1 = 3.4%
- GPR55 LPI antagonism = -8%
- KOR beta-arrestin-2 = -5%
- Rac1 GTP hydrolysis = 9%
- K1F lysis inhibition = 0.2%
#4 CCC1(C)OCC(Cn2c3ccccc3c3ccccc32)O1 (stereo not given)
- GPR35 antagonists = -5%
- NOD1 NF-kB reporter = -19%
- GPR55 activation = -0.3%
- NTR1 agonist = 3.7
- NTR1 agonist cell count 20 µM = 89
- KOR beta-arrestin-1 = -2.7%
- GPR55 LPI antagonism = -8%
- KOR beta-arrestin-2 = -27%
- Rac1 GTP hydrolysis = .
- K1F lysis inhibition = .

Going on with the list.
no.	SMILES	GPR35 antagonists	NOD1 NF-kB reporter	GPR55 activation	NTR1 agonist	NTR1 agonist cell count 20 µM	KOR beta-arrestin-1	GPR55 LPI antagonism	KOR beta-arrestin-2	Rac1 GTP hydrolysis	K1F lysis inhibition
13	CC1Cc2ccccc2N1C(=O)COc1nc2ccccc2nc1N1CCOCC1 (stereo not given)	3%	19%	0.8%	-0.6	40	-8.4%	0%	-10%	0%	-0.5%
14	O=C(CC1SC(=O)N(c2ccccc2)C1=O)Nc1ccc(Br)cc1 (stereo not given)	3%	-7%	-0.1%	0.7	46	2.6%	12%	-20%	.	.
15	Cc1ccc(N=Cc2sc(O)c3ccccc23)cc1	-4%	-36%	-0.3%	1.7	82	0.2%	-2%	0%	12%	0.2%
16	O=S1(=O)CCOC[C@H](CC2CCCCC2)N1Cc1ccc(Cl)cc1	3%	-15%	-0.1%	19	96	-4.2%	-7%	-4%[20 µM]	7%	-0.6%
17	CC(=O)Nc1ccc(NC(=O)Nc2ccc(C)cc2C)cc1	21%	-25%	-0.1%	-1.7	101	-8.9%	11%	-37%[20 µM]	9%	0.3%
18	Cc1ccc2nc(-c3ccc(NC(=O)COC(=O)c4ccc(=O)[nH]c4)cc3)sc2c1	0%	38%	0.6%	2.9	63	2.0%	2%	.	2%	2.9%[50 µM]
19	CCn1cc(S(=O)(=O)c2ccc(C)cc2)c(=O)c2cc(F)c(N3CCN(C)CC3)cc21	-5%	-18%	0.3%	2.2	59	2.8%	12%	-3%	7%	0.1%
20	C#CCOCCOCCOCCNc1nc(N2CCN(C(=O)[C@H](CCC(=O)O)n3cc(C(N)CO)nn3)CC2)nc(N2CCN(C(=O)[C@H](CCC(=O)O)n3cc(C(N)CO)nn3)CC2)n1 (stereo not given in full)	-4%	3%	-0.1%	.	.	1.6%	13%	-6%	.	.
21	Cc1ccc(Cn2nnc3c(=O)n(Cc4cc(C)ccc4C)cnc32)cc1	-10%	-10%	-0.2%	-0.5	40	4.1%	-4%	-4%	9%	4.5%
22	COC(=O)c1cc(S(=O)(=O)NCC2CCN(Cc3ccc(C)cc3)CC2)c[nH]1	6%	1%	0.6%	1.4	62	0.7%	10%	-13%	13%	0.4%
23	Cc1cc(C)c(S(=O)(=O)c2ccccc2C(=O)O)c(C)c1	-11%	-22%	-0.2%	3.9	102	.	4%	-33%	5%	0.3%
24	COc1ccc(CCNC(=O)c2ccc3c(c2)N(Cc2ccc(C)cc2)CCS3)cc1OC	12%	8%	-0.2%	1.7	68	-2.3%	7%	-14%	9%	0.0%
25	CC(CCc1ccccc1)NC(=O)CNC(=O)c1ccccc1Br (stereo not given)	1%	-23%	0.3%	-0.5	81	2.6%	-3%	-3%	7%	-0.3%
26	COc1cccc(/C=N/NC(=O)CCCC(=O)Nc2ccc(Br)cc2)c1	-11%	-9%	0.5%	0.4	72	-4.7%	11%	10%	9%	0.2%
27	CC(C)(C)n1ncc2c(=O)n(CC(=O)c3ccc(Cl)cc3)cnc21	10%	-3%	0.3%	0.0	46	2.9%	0%	-38%	6%	0.2%
28	COc1ccc(/C=N/N=C2\CC3CCC2(C)C3(C)C)cc1O (stereo not given)	5%	5%	-0.1%	-3.9	97	3.5%	-5%	-12%	6%	0.5%
29	C(=N/N1CCN(c2ccccc2)CC1)/c1cccs1	-19%	-30%	0.1%	-1.1	57	-2.3%	-1%	16%	10%	6.2%
30	Cc1nc(NC(=O)/C=C/c2ccccc2)sc1C(=O)N(C)C	10%	-24%	-0.2%	1.2	38	0.6%	0%	2%	7%	3.9%
31	CN(CCc1ccccc1)C1CCCN(S(=O)(=O)N(C)C)C1 (stereo not given)	11%	-33%	0.2%	-1.4	68	1.2%	-11%	6%	8%	0.8%
32	O=C(C1CCCN1S(=O)(=O)c1cccc2cccnc12)N1CCc2ccccc21 (stereo not given)	13%	-12%	-0.1%	5.7	57	2.1%	-5%	-11%	2%	-2.2%
33	OCCC1CN(Cc2cccc(F)c2F)CCN1CCc1ccccc1 (stereo not given)	1%	-29%	-0.1%	1.6	61	2.7%	-13%	-11%[20 µM]	9%	1.6%
34	Cc1ccc(NC(=O)CO/N=C(\N)c2nonc2N)cc1	8%	-2%	-0.3%	-0.5	88	-1.2%	10%	22%	2%	3.7%
35	O=C(CCC1CCCN(Cc2cccc3c2OCO3)C1)NCc1ccc(F)c(F)c1 (stereo not given)	14%	-36%	0.2%	2.0	82	.	11%	-4%[20 µM]	-3%	-0.7%
36	CC#CC[N+](C)(C)CCCCCCCC	-3%	-8%	-0.3%	0.7	59	7.4%	-8%	-8%	14%	0.8%
37	O=C(O)C[C@@H](CNC(=O)COc1ccc2ccc(=O)oc2c1)c1ccc(Cl)cc1	-2%	-9%	-0.1%	0.7	49	2.7%	14%	33%	8%	0.3%
38	COc1ccc(OC)c(C2C(C(=O)N(C)C)=C(C)Nc3nc4ccccc4n32)c1 (stereo not given)	-2%	-17%	-0.1%	-0.6	36	3.5%	-8%	-6%	7%	-0.5%
39	COc1ccccc1CNC(=O)CSc1ccccc1	-10%	-37%	0.2%	2.7	46	-2.8%	-3%	4%	-1%	1.0%
40	Cc1n[nH]c(C)c1N=Nc1ccc(Br)cc1	4%	-25%	-0.2%	-0.2	25	-5.5%	9%	3%	4%	0.5%
41	O=C(COc1ccccc1Cl)Nc1ccc(S(=O)(=O)N2CCOCC2)cc1	-2%	-8%	-0.2%	2.9	56	1.8%	0%	-16%	3%	0.2%
42	O=C(NCC(c1cccnc1)N1CCN(c2ccc(F)cc2)CC1)c1cccc(Cl)c1 (stereo not given)	1%	26%	-0.1%	-0.5	29	-2.8%	0%	20%	13%	0.8%
43	CCOC(=O)Cn1nnc(-c2ccc([N+](=O)[O-])cc2)n1	18%	-12%	-0.3%	-1.8	55	-0.9%	-1%	25%[20 µM]	11%	0.2%
44	CCOC(=O)/C=C1\SCC(=O)N1CC(=O)NCc1ccc(OC)c(OC)c1	0%	-33%	0.2%	3.2	24	-1.0%	-15%	5%	2%	0.4%
45	CCOc1ccccc1NCc1nnc(-c2ccccc2)o1	-3%	-46%	-0.2%	2.3	66	3.0%	6%	-19%	7%	-1.2%
46	COCCn1nnnc1CN1CCC(NC(=O)Nc2cccc(OC)c2)CC1	-7%	-4%	0.2%	-1.2	72	4.1%	0%	-27%	6%	0.4%
47	COc1cccc(NC(=O)N2CCCC2C(=O)NCc2ccc(Cl)cc2)c1 (stereo not given)	9%	-10%	-0.1%	1.3	56	-1.9%	10%	20%	-17%	-2.1%
48	Cc1ccccc1Cn1c(C)nc2ccc([N+](=O)[O-])cc2c1=O	10%	-20%	-0.1%	0.8	66	4.2%	11%	7%	9%	0.1%
49	COc1ccc(C(=O)NC(Nc2ccccc2)C(Cl)(Cl)Cl)cc1 (stereo not given)	6%	18%	-0.1%	-0.9	96	-0.2%	11%	8%	6%	0.1%
50	CCn1c(=O)cc(O)c2c(=O)n(C)c(=O)n(C)c21	-2%	6%	-0.1%	1.7	65	10%	-11%	-59%	12%	2.8%
51	Cc1cc(N2CCOCC2)ccc1/C=C1/SC(=O)NC1=O	-22%	-21%	0.2%	-1.3	54	-3.7%	10%	12%	9%	1.2%

A portion of the library. The share of hits here may be higher or lower than overall.
